Hsp70 act = Hsp70 transcriptional activators, primary screen, cell-based, HeLa, Hsp70 promoter luciferase, luminescence, 10 µM; activation, % at 10 µM; HeLa Hsp70 promoter luciferase reporter; scaled: vehicle 0, proteasome-inhibitor control 100%; 200,000 compounds, 0.04% hits;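 active = activation above the mean across all tested compounds plus 3 SD, cutoff set per campaign, cut at about 5.5% in these data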;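 also: 100% = MG132 at 30 µM as the positive control and 0% = DMSO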
NF-kB expr up = activators of NF-kB expression in neurons, primary screen, cell-based, HTS; human neuronal cells, NF-kB reporter expression; active compounds read high; fold change at 12.5 µM; 190,000 compounds, 1.6% hits; AID 1239, 2008; in the data active = fold change above about 3.3
FLuc inhib CS = firefly luciferase enzyme inhibitors, primary screen, artefact control for luciferase-based inhibitor screens, biochemical, luminescence, ATPLite; 10 min; inhibition, % at 10 µM; 200,000 compounds, 1.5% hits; AID 1006, 2008;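 active = inhibition above about 50% when tested at 10 µM, limit read from the data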
Target sequence (P08659 whole entry, looked up): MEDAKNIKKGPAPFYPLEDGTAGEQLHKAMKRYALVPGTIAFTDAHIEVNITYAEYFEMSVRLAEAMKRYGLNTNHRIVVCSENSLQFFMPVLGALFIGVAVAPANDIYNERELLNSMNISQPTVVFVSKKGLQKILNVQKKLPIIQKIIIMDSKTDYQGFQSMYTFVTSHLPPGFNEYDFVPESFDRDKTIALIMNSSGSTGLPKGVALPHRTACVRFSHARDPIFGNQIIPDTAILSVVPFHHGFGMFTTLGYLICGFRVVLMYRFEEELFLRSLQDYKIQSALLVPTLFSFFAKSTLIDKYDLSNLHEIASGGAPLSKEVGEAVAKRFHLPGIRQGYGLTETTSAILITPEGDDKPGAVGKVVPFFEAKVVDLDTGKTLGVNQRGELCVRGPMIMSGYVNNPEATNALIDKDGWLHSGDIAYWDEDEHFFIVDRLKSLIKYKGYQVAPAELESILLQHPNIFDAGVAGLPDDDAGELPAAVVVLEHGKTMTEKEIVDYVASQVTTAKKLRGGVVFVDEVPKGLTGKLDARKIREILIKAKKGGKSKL
APP 5'UTR act = activators of APP 5'UTR luciferase reporter, primary screen, SH-SY5Y cells; activation, % at 2 µM; 190,000 compounds, 1% hits; SH-SY5Y APP 5'UTR luciferase reporter, luminescence; zero percent = DMSO vehicle wells;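 active = activation above a set limit, based on mean plus 3 SD of controls, cut at about 140% in these data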; also: values of inactives mirror those of a sister screen read the other way
APP transl inh = inhibitors of APP translation via 5'UTR reporter, primary screen, APP 5'UTR luciferase, SH-SY5Y cells; inhibition, % at 2 µM; 190,000 compounds, 0.82% hits; SH-SY5Y APP 5'UTR-luciferase reporter, luminescence;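 active = inhibition above a set limit, derived from the sample mean plus 3 SD, cut at about 45% in these data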; also: values of inactives mirror those of a sister screen read the other way
STAT1 activator = STAT1 signaling activators, primary screen, cell-based, HTS, luciferase reporter. NIH 3T3 STAT1-luciferase reporter, IFN-gamma, luminescence; 100% = IFN-gamma alone, no compound. activation (% of control), % at 5.5 µM. 200,000 compounds, 2.6% hits. AID 932, 2007;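 active = activation above the screen-wide mean activation plus 3 SD, cut at about 130% in these data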;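 also: raw ratio to IFN-gamma control signal so 100% means no change and 0% no light; values of inactives mirror those of a sister screen read the other way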
DTT redox prof = compounds producing H2O2 with reducing agent – biochemical, NIH compound library profiling, artefact control for MLSCN library redox annotation, primary screen; DTT-dependent redox cycling H2O2, phenol red/HRP absorbance; 100% = 100 µM peroxide control, 0% = buffer; activation, % at 10 µM; 200,000 compounds, 0.03% hits;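 active = activation of at least 50% relative to the plate's high and low controls in the primary single-dose screen; inactive = activation below 50%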;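 also: compound incubated with DTT at 0.8 mM final as the reducing agent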
FLuc stim CS = FLuc activators, initial screening, artefact control for FLuc-dependent activation tests, biochemical, ATPlite luminescence | Luciferin 4-monooxygenase (Photinus pyralis), P08659 | ATPlite luciferase biochemical, 10 min; 0 = ATP-free wells, 1 = DMSO control | activation factor at 10 µM | 200,000 tested, under 10 active | AID 1027, 2008;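 active = luciferase activation factor, scaled between plate controls, of at least 2 with compound at 10 µM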
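System: luciferase plus luciferin reagent, cell-free; medium: PBS as buffer for the ATP substrate; dosing: test compounds dosed from 2 mM stocks in 100% DMSO; timing: 10 min post-reagent at room temperature; measured by: luminescence measurement of luciferase light output; evaluation: luciferase activation, seen as luminescence increase over controls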
Efa HMGR inh = inhibitors of E. faecalis class II HMGR, primary screen, biochemical, Enterococcus faecalis; AID 1066, 2008; HMG-CoA reductase (Enterococcus faecalis, mvaE); 190,000 compounds, 0.41% hits; purified E. faecalis HMGR, NADPH absorbance 340 nm kinetic; inhibition, % at 10 µM;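 active = inhibition above a set limit, the median over all tested compounds plus 3 SD, cut at about 9.5% in these data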;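 also: enzyme runs in reverse so mevalonate oxidation gives rising NADPH absorbance; 0% = complete reaction with DMSO and 100% = background rate lacking mevalonate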
G6PDH counter = L. mesenteroides G6PDH inhibitors, counter-screen for G6PDH-coupled screening assays, biochemical, Leuconostoc mesenteroides enzyme | inhibition, % at 5 µM | Purified L. mesenteroides G6PDH, diaphorase/resazurin coupled fluorescence, 45 min | AID 1020, 2008 | glucose-6-phosphate dehydrogenase [Leuconostoc mesenteroides] | 200,000 compounds, 0.12% hits; in the data active = inhibition above about 50%
An asterisk follows results filed as active; / = no result given.

SMILES	Hsp70 act	NF-kB expr up	FLuc inhib CS	APP 5'UTR act	APP transl inh	STAT1 activator	DTT redox prof	FLuc stim CS	Efa HMGR inh	G6PDH counter
COc1cc(CCC(O)CC(=O)CCc2ccccc2)ccc1O (stereo unspecified)	-0.2	0.71	-9	-5	6	98	-0.5	1.1	-4	9
O=c1c2ccccc2ncn1Cc1ccc(Cl)cc1	-0.3	1.1	3	15	-15	98	-1.8	1	4	-1
Cn1c(CN2CCOCC2)nnc1SCC(=O)Nc1nccs1	0.0	1.1	-4	8	-8	104	2.7	1	5	-6
Cc1ccc(Cl)cc1NC(=O)c1ccc(CSc2nnnn2C)cc1	-0.5	0.84	1	-6	6	92	-1.4	1	-1	-2
COc1ccc(-c2nc(CS(=O)CC(=O)NCc3cccnc3)c(C)o2)cc1OC (stereo unspecified)	0.3	0.95	0	/	/	97	-0.7	1	-5	6
Cc1ccc(-c2nnn(CC(=O)NCCc3ccc4c(c3)OCO4)n2)o1	-0.2	0.94	-6	40	-40	103	3.6	1.1	-11	6
COc1cc(Cl)cc(/C=C/c2ccc3ccccc3n2)c1OC(C)=O	-0.2	1.1	1	155*	-155	95	-0.1	1	-1	-3
Cn1c(=O)c2c(-c3ccccc3)n(Cc3ccccn3)cc2n(C)c1=O	-0.1	1.3	-6	19	-19	104	2.6	1.1	-3	1
O=C(COC(=O)Cn1[nH]c(=O)c2ccccc2c1=O)Nc1ccc2c(c1)OCO2	-0.2	1	-3	-7	7	108	0.3	1	-2	5
CCn1c(CNC(=O)COc2ccc(C(C)C)cc2)nnc1SCC(=O)NC1CCCCC1C (stereo unspecified)	-0.3	0.92	-6	13	-13	104	0.2	1.1	-4	0
CC(=O)N1CC=CC1(C)C(=O)NCc1cc(F)cc(C(F)(F)F)c1 (stereo unspecified)	-0.1	0.92	-2	2	-2	95	0.4	1	0	33
CN(CCc1ccccn1)c1ncnc2[nH]ncc12	0.0	1.1	-1	20	-20	91	-0.5	1	-1	-6
CC1CCCC/C1=N\NC(=S)NCCc1ccccc1 (stereo unspecified)	-0.2	1.1	4	13	-13	102	-1.4	1	5	12
CCC(=O)N/N=C/c1ccc(-c2ccc(Cl)cc2)o1	-0.3	1.4	0	27	-27	124	-1.3	1	7	15
COc1ccc(CC(=O)Nc2cccc(-c3nnc(-c4ccco4)o3)c2)cc1	-0.5	0.7	-4	7	-7	114	1.6	1	-4	3

In another format: 12 of the compounds above.
Each structure is followed by: Hsp70 act	NF-kB expr up	FLuc inhib CS	APP 5'UTR act	APP transl inh	STAT1 activator	DTT redox prof	FLuc stim CS	Efa HMGR inh	G6PDH counter
> Cc1ccc(Cl)cc1NC(=O)c1ccc(CSc2nnnn2C)cc1
 : -0.5	0.84	1	-6	6	92	-1.4	1	-1	-2
> COc1ccc(-c2nc(CS(=O)CC(=O)NCc3cccnc3)c(C)o2)cc1OC (stereo unspecified)
 : 0.3	0.95	0	/	/	97	-0.7	1	-5	6
> Cc1ccc(-c2nnn(CC(=O)NCCc3ccc4c(c3)OCO4)n2)o1
 : -0.2	0.94	-6	40	-40	103	3.6	1.1	-11	6
> COc1cc(Cl)cc(/C=C/c2ccc3ccccc3n2)c1OC(C)=O
 : -0.2	1.1	1	155*	-155	95	-0.1	1	-1	-3
> Cn1c(=O)c2c(-c3ccccc3)n(Cc3ccccn3)cc2n(C)c1=O
 : -0.1	1.3	-6	19	-19	104	2.6	1.1	-3	1
> O=C(COC(=O)Cn1[nH]c(=O)c2ccccc2c1=O)Nc1ccc2c(c1)OCO2
 : -0.2	1	-3	-7	7	108	0.3	1	-2	5
> CCn1c(CNC(=O)COc2ccc(C(C)C)cc2)nnc1SCC(=O)NC1CCCCC1C (stereo unspecified)
 : -0.3	0.92	-6	13	-13	104	0.2	1.1	-4	0
> CC(=O)N1CC=CC1(C)C(=O)NCc1cc(F)cc(C(F)(F)F)c1 (stereo unspecified)
 : -0.1	0.92	-2	2	-2	95	0.4	1	0	33
> CN(CCc1ccccn1)c1ncnc2[nH]ncc12
 : 0.0	1.1	-1	20	-20	91	-0.5	1	-1	-6
> CC1CCCC/C1=N\NC(=S)NCCc1ccccc1 (stereo unspecified)
 : -0.2	1.1	4	13	-13	102	-1.4	1	5	12
> CCC(=O)N/N=C/c1ccc(-c2ccc(Cl)cc2)o1
 : -0.3	1.4	0	27	-27	124	-1.3	1	7	15
> COc1ccc(CC(=O)Nc2cccc(-c3nnc(-c4ccco4)o3)c2)cc1
 : -0.5	0.7	-4	7	-7	114	1.6	1	-4	3

The list goes on:
SMILES	Hsp70 act	NF-kB expr up	FLuc inhib CS	APP 5'UTR act	APP transl inh	STAT1 activator	DTT redox prof	FLuc stim CS	Efa HMGR inh	G6PDH counter
CCCC(O)(CCC)C(=O)NN(C(=O)OC)c1ccccc1	-0.2	1.2	-4	-4	4	98	0.2	1	-3	-7
Cc1cc(N(C)C)c(C#N)c(N2CCCCC2)n1	0.1	1.1	-6	-5	4	103	0.2	1.1	-8	1
CCCn1c(=S)[nH]c2cc(C(=O)N3CCc4ccccc43)ccc2c1=O	-0.1	1	-6	0	0	107	0.4	1.1	0	4
COc1ccc(C2CC(c3cccs3)=NN2c2ccc(C=O)cc2)cc1 (stereo unspecified)	-0.2	0.72	-3	-30	30	104	1.0	1	-2	-3
Nc1nc(-c2ccccn2)nc(N)c1Cc1c(F)cccc1Cl	-0.3	0.7	36	30	-30	110	-0.1	0.6	-1	20
CC1(C(=O)NC2CCCCCC2)CCC(=O)N1Cc1ccc2c(c1)OCO2 (stereo unspecified)	-0.2	0.99	-5	3	-3	99	9.5	1.1	2	2
CC(=O)O/N=C/c1c(N2CCOCC2)n(C)c2ccccc12	-0.5	0.55	-12	6	-6	93	2.3	1.1	-4	6
O=C(CC1c2ccccc2Oc2ccccc21)NCc1ccco1	-0.3	1.3	-4	-5	5	101	1.2	1	-1	0
COc1ccccc1N1CCN(C(=O)CCc2ccc(S(=O)(=O)NCC(C)C)cc2)CC1	-0.4	0.57	-7	-36	36	99	1.0	1.1	-2	7
CC(=O)Nc1ccc(S(=O)(=O)Nc2ccc(S(=O)(=O)N3CCCC3)cc2)cc1	-0.6	0.94	-4	-9	9	99	0.4	1	0	1
Cc1noc(NC(=O)c2ccccc2)c1C#N	-0.1	0.97	0	-5	4	104	1.8	1	-1	35
C/C(CC(=O)Nc1cc(C)ccn1)=N\NC(=O)COc1cccc(C)c1	0.0	1.2	4	24	-24	102	-2.0	1	-4	7
CCOC(=O)C1C(c2cccc(Cl)c2Cl)NC(=O)NC1(O)C(F)(F)F (stereo unspecified)	-0.2	0.94	-2	5	-5	104	0.3	1	4	-4
COCCNC(=O)C1CC(=O)N(c2ccc(F)c(Cl)c2)C1 (stereo unspecified)	-0.1	/	/	-9	9	88	-0.9	/	/	/
CN(CC(O)COc1ccc(OCC(O)CN(C)C2CCCCC2)cc1)C1CCCCC1 (stereo unspecified)	0.0	1.3	-8	-9	9	100	-0.4	1.1	-2	2
C=CCN(CC=C)C(=O)c1ccccc1NC(=O)c1ccccc1C	0.1	0.97	-7	1	-1	98	-1.1	1.1	-1	6
Cc1nnc(C)n1/N=C/c1ccc(C(C)C)cc1	0.1	0.9	0	4	-4	101	-0.3	1	-1	9
CC1Cn2c(nc3sc4c(c3c2=O)CCC4)N1CCO (stereo unspecified)	-0.2	0.96	0	8	-8	105	-0.5	1	0	12
COc1ccc(-n2ncc3c(NCc4ccccn4)ncnc32)cc1	0.0	1.1	7	64	-64	112	0.3	0.9	-6	12
O=C1CCc2ccc(NS(=O)(=O)c3ccc(F)cc3)cc2N1	-0.4	1.2	-3	7	-7	93	-0.6	1	2	2
Cc1ccc(O)c(C=Nc2cc(C)ccc2O)c1	-0.4	1.1	11	-1	1	93	-0.3	0.9	-6	7
O=C(NC(=S)Nc1c(F)cc(F)cc1Br)c1ccc2c(c1)OCCO2	0.8	0.87	-5	12	-12	105	0.0	1	1	-3
Cn1cccc1Cc1nnc(SCC(=O)Nc2ccc3c(c2)OCO3)n1CCc1ccccc1	0.0	0.78	-4	0	0	105	-1.6	1	3	-23
CCOc1cc(C(=O)Nc2ccc([N+](=O)[O-])cn2)cc(OCC)c1OCC	-0.3	1	-5	-3	3	99	0.5	1.1	-1	13
Cc1c(Oc2ccc(C(F)(F)F)cc2[N+](=O)[O-])ccc2c3c(c(=O)oc12)CCC3	-0.2	0.97	-3	27	-27	104	0.0	1	-3	-13
Cc1nc(COC(=O)c2ccc(S(=O)(=O)N3CCCC3)cc2)cs1	0.0	0.89	-5	6	-6	99	2.1	1	1	7
O=C(CSc1nc2ccccc2[nH]1)NC(=O)NCc1ccco1	0.0	1.2	0	6	-6	101	0.3	1	-4	-12
C=CCOC(=O)C1=C(C)N=C2SCCC(=O)N2C1c1ccc(OC(=O)c2ccco2)cc1 (stereo unspecified)	-0.3	0.92	-4	-6	6	99	-0.9	1	-1	5
O=C(O)COc1ccc(C(=O)Cc2ccc3c(c2)OCCCO3)c(O)c1	0.5	1	4	-4	4	90	1.9	1	-1	13
O=C(Nc1nccs1)c1ccc(-c2ccc(Cl)cc2Cl)o1	-0.1	2.3	69*	126	-126	146*	0.5	0.3	-3	-21
Cn1c(SCC(=O)OCC(=O)c2ccccc2)nnc1-c1cccs1	-0.5	1.1	-4	3	-3	95	0.0	1	1	6
C=C(Br)Cn1c(CCC)nc2ccccc21	-0.2	1.2	-7	14	-14	103	0.2	1.1	-6	7
O=C(C[n+]1cc(-c2ccccc2)n2c1CCC2)OCc1ccccc1	-0.4	1.2	-2	1	-1	100	0.0	1	1	18
Cc1cc(Cl)ccc1OCC(=O)Nc1ccccc1N1CCOCC1	0.0	0.7	-4	/	-12	106	1.0	1	-1	-23
Nc1nnc(SCc2cccc(C(F)(F)F)c2)s1	-0.2	2.2	-1	14	-14	108	-0.1	1	-6	2
O=C(c1ccc(Br)s1)N1CCCC1	-0.4	1	-5	16	-16	106	0.2	1	-4	2
COc1ccc(CCN2C(=O)C3C4CC(C5C(C(=O)NN)=NOC45)C3C2=O)cc1OC (stereo unspecified)	-0.3	0.92	-6	-5	6	103	0.1	1.1	-1	9

Screens: PubChem BioAssay, several laboratories
